Screening results: PubChem BioAssay, several laboratories
Efflux pump mplx = inhibitors of Candida antifungal efflux pumps expressed in yeast | S. cerevisiae Candida pump triplex, Nile Red efflux | 330,000 tested, 0.44% active | inhibition, % at 10 µM;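 active = plate passing quality check with inhibition over a set limit, or well fluorescence over plate mean plus 4 SD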;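 also: Nile Red retained in pooled yeast measured as flow cytometry median fluorescence; 0% = buffer negative control and 100% = Enniatin B positive control; higher means more Nile Red kept so more efflux inhibition; some compounds called inactive have numbers as strong as hits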
PP1 inh = counter-screen for PP5 inhibitors: inhibitors of human PP1-alpha | 320,000 tested, 0.9% active | purified PP1alpha, OMFP fluorescence | inhibition, % at 6.7 µM | P62136;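 active = inhibition above the mean inhibition of all tested compounds plus 3 SD, computed separately for each screening campaign, cut at about 15% in these data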
ZTA DNA inh = counter-screen for EBNA-1 inhibitors: inhibitors of Epstein-Barr virus ZTA; P03206; ZTA-DNA binding, fluorescence polarization; inhibition, % at 11 µM; 320,000 tested, 0.15% active; in the data active = inhibition above about 33%
Target sequence (P03206 whole entry, looked up): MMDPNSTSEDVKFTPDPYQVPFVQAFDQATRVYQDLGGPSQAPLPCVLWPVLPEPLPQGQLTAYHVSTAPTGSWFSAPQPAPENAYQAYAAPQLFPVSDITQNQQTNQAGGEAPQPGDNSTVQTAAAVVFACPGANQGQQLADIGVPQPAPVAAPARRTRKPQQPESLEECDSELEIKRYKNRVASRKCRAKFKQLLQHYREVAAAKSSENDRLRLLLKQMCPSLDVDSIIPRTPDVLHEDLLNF
Fh CTSL1 inh = cathepsin L1 inhibition, PFM18AAP counter-screen. recombinant F. hepatica cathepsin L1, Z-Leu-Arg-MCA fluorescence. AID 1906. 300,000 tested, 0.49% active. inhibition, % at 5.96 µM;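 active = inhibition above the mean of all tested compounds plus 3 SD, set per screening campaign, cut at about 17% in these data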;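 also: 0% = plate median of test compound wells and 100% = 1 µM Z-Phe-Ala-diazomethylketone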
PP5 primary = blocks human protein phosphatase 5 activity; 320,000 tested, 0.18% active; purified PP5c, OMFP substrate fluorescence; inhibition, % at 6.7 µM;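 active = inhibition above the campaign's mean inhibition across all tested compounds plus 3 SD, cut at about 9.5% in these data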;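 also: 0% = DMSO only and 100% = 100 µM cantharidin control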
Target sequence (P53041 whole entry, looked up): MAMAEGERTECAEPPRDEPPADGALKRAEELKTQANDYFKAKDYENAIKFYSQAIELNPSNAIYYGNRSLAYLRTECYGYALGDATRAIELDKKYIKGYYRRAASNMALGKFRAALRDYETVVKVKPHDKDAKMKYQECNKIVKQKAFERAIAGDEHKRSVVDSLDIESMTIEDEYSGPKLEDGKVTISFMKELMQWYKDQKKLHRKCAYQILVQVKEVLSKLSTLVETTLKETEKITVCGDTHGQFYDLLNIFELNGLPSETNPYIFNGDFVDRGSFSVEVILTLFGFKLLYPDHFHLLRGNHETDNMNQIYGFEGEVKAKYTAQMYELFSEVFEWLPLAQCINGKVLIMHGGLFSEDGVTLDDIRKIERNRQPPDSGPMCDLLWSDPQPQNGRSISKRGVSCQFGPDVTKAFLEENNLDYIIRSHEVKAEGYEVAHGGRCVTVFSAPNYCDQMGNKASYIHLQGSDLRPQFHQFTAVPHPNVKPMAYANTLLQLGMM
TPT1 inhibitor = blocks Candida albicans tRNA 2'-phosphotransferase. AID 1962. inhibition, % at 5 µM. 300,000 tested, 0.81% active. recombinant caTPT1, FP RNA substrate dephosphorylation;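 active = inhibition above the mean of all tested compounds plus 3 SD, set per screening campaign, cut at about 24% in these data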;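 also: plate controls were DMSO alone for no effect and ferristatin control at 100 nM for full effect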
HCV core dimer = HCV core protein dimerization inhibition; TR-FRET GST/Flag-core106 dimerization, 1536-well; 300,000 tested, 0.33% active; inhibition, % at 5 µM; AID 1899;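 active = inhibition above the mean of all tested compounds plus 3 SD, set per screening campaign, cut at about 45% in these data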
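Assay system: Tagged HCV core106 pair (GST and Flag) | Buffer or medium: KF-containing HEPES buffer, pH 7.45, DTT, CHAPS, BSA | Also added: Eu donor and XL665 acceptor anti-tag antibodies | Dosing: One concentration, 5 µM, in 0.5% DMSO | Timing: 4 h at 22.5 °C | Technique: TR-FRET 671 and 617 nm emission | Repeats: Singlicate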
EBNA-1 inh = blocks EBNA-1 binding to DNA; EBNA-1 DNA binding, fluorescence polarization; inhibition, % at 14.8 µM; 300,000 tested, 0.34% active; AID 1950; in the data active = inhibition above about 28%
PREPL inhibitor = human PREPL enzyme inhibition. AID 2751. recombinant PREPL, fluorescence polarization activity-based probe. inhibition, % at 5.96 µM. 320,000 tested, 0.68% active; in the data active = inhibition above about 43%;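 also: 0% = enzyme with DMSO and 100% = wells lacking enzyme; many of its hits are not listed in these tables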
* hit, by the source's call; x = no result given.

Compound	Efflux pump mplx	PP1 inh	ZTA DNA inh	Fh CTSL1 inh	PP5 primary	TPT1 inhibitor	HCV core dimer	EBNA-1 inh	PREPL inhibitor
O=C(NCc1ccccn1)c1cc(-c2ccc(Cl)cc2)nc2ccccc12	-0.3	-4	-4	-1	1.9	1	4	7	-11
COc1cc([N+](=O)[O-])ccc1-c1ccc(/C=N/NC(N)=O)o1	0.0	6	-18	0	0.7	51*	-8	6	11
CC(=O)Nc1ccc(N2C(=O)CSC2c2ccc([N+](=O)[O-])cc2)cc1 (centres undefined)	-0.1	3	2	0	2.7	-5	1	0	-14
CC1CCCC(NC(=O)CSc2nnnn2C)C1C (centres undefined)	0.0	-2	3	0	0.9	-2	-3	9	12
N#Cc1ccc2[nH]c(CO)c(-c3ccccc3)c2c1	0.0	-1	-20	-3	3.0	-1	-11	1	9
CCOC(=O)c1ccc2c(c1)nc(C)n2CC	-0.1	-2	-9	1	-1.3	2	-1	-4	-2
O=C(c1cccc(S(=O)(=O)N2CCc3ccccc3C2)c1)N1CCN(c2ccc(O)cc2)CC1	0.4	-1	-8	2	4.2	0	8	7	-1
CC(=O)Nc1ccc(NC(=O)C(=O)c2cn(CC(=O)N3CCCC3)c3ccccc23)cc1	0.0	-2	7	3	4.8	-2	-8	-5	1
Cc1ccc(OCCOCCOc2cccc3cccnc23)c(Br)c1	0.8	6	-1	1	2.5	4	-2	-2	-24
Cc1cc(NC(=O)CSc2n[nH]c(CC(C)C)n2)no1	0.1	-2	-14	-4	0.1	-1	1	-11	-7
CCN(CC)S(=O)(=O)c1ccc(N=NC2=C(O)CCCC2=O)cc1	-0.3	-1	-8	0	2.0	1	15	-3	-1
Cc1ccnc(NC(=O)c2ccc3c(c2)C(=O)N(CCC(C)C)C3=O)c1	0.2	0	-6	3	-0.3	0	-6	8	11
Cc1ccccc1C(=O)NC1CCN(CC(=O)NCc2ccc(F)cc2)CC1	-0.1	-3	-4	1	-3.3	0	-2	4	8
Cc1cc(Cl)c(S(=O)(=O)N2CCSCC2)cc1OCC(=O)NC1CCCCC1	0.1	-1	-5	1	-1.0	-1	3	4	4
CC(C)(C)c1nnc(NC(=O)c2ccc(Cl)nc2)s1	0.1	3	2	2	2.9	-1	-1	8	-2
COc1ccc(-c2nnnn2-c2ccccc2OC)cc1	0.1	-9	-2	0	2.2	0	-2	-12	6
O=[N+]([O-])c1ccc(F)cc1OCc1cccc(S(=O)(=O)N2CCOCC2)c1	0.0	1	-4	5	-0.5	-5	2	2	6
N#Cc1c2c(c(NCCOCCO)n3c1nc1ccccc13)CCCC2	-0.1	0	4	-1	0.2	3	-3	-2	4
Cc1cc2cc(C)c3nnc(SCC(=O)N4CCCc5ccccc54)n3c2cc1C	-0.1	-6	0	1	-0.4	1	3	9	7
CC(C)CC(COCc1ccc(F)cc1)N1CCN(C(=O)c2cccc(C(F)(F)F)c2)CCC1=O (centres undefined)	0.0	5	-9	5	-0.3	-1	6	4	11
COc1ccc2ccccc2c1/C=N/Nc1ccc(Cl)c(C(=O)O)c1	0.0	5	6	0	1.0	6	-6	4	-1
COc1cccc(OCCOc2ccc(/C=C3/SC(=S)NC3=O)cc2)c1	0.1	-3	18	-6	1.9	20	40	1	1
CC(C)NS(=O)(=O)c1ccc(OCC(=O)N2CCCC2)cc1	0.5	-3	-2	0	3.3	-1	2	-2	12
COc1ccc(S(=O)(=O)NCc2cccnc2)cc1C(=O)N1CCCCC1	0.2	-4	-9	-6	0.8	-3	5	-6	-8
O=C(C1CCCN1S(=O)(=O)c1ccc(Cl)c(Cl)c1)N1CCOCC1 (centres undefined)	-0.2	12	3	6	-6.7	0	-6	-8	4
COCCN1C(=O)N[C@@H](c2cccc(C(F)(F)F)c2)[C@@H](C(=O)OC)[C@H]1C	0.0	-3	-3	-3	2.4	2	0	8	0
O=C(COC(=O)c1cccc(S(=O)(=O)N2CCN(c3ccccc3)CC2)c1)NCC1CCCO1 (centres undefined)	-0.1	3	17	-1	-0.3	1	2	5	-39
CCOC(=O)N1CCN(C(=O)c2c[nH]c3ccc(S(=O)(=O)N(C)c4ccc(OCC)cc4)cc3c2=O)CC1	0.1	0	-14	0	1.7	2	7	-2	1
O=[N+]([O-])c1cc(-c2nnc(C34CC5CC(CC(C5)C3)C4)o2)cc([N+](=O)[O-])c1	0.1	2	-9	-4	0.1	-4	-2	1	4
CCn1c(CSc2nc(C)cc(C)n2)nnc1SCC(=O)Nc1ccccc1	-0.1	-2	1	-3	1.7	0	2	-18	1
CCOC(=O)c1cc(NC(=O)c2ccc(Cl)cc2)c(=O)oc1-c1ccccc1	-0.1	-1	-3	2	-0.9	-4	-6	8	-4
CCCN(Cc1nnc(-c2ccccc2Cl)o1)C(=O)c1oc2ccccc2c1C	-0.1	5	2	-4	0.1	-2	-1	-4	-14
CCOc1ccc(NC(=O)C/C(C)=N/NC(=O)Cc2cccs2)cc1	0.1	0	18	1	2.2	-1	11	13	-11
O=C(COc1ccccc1F)Nc1nnc(-c2ccncc2)s1	-0.3	2	6	4	-0.1	1	-8	6	-2
c1cn2c(NC3CCCCC3)c(-c3ccc(SC4CCCCC4)cc3)nc2cn1	0.0	4	13	0	0.1	2	7	0	2
CC(CN1CCC(n2nccc2NC(=O)c2ccccc2Cl)CC1)c1ccccc1 (centres undefined)	0.1	-3	14	1	1.4	-2	6	0	6
CCOC(=O)/C(=C/C=C/c1ccccc1)NC(=O)c1ccccc1	-0.3	1	14	-1	1.9	-1	-5	-2	0
Cc1ccccc1OCCC(=O)OCC(=O)NC(C)c1ccccc1 (centres undefined)	0.1	0	4	-52	5.2	0	8	10	-1
O=C(c1ccc(Cl)c(S(=O)(=O)N2CCOCC2)c1)N1CCN(Cc2ccccc2)CC1	0.0	-3	-1	0	-0.4	-2	-1	7	2
Cc1cc(C)cc(N2C(N)=NC(N)=NC2c2cccc(Cl)c2)c1 (centres undefined)	-0.1	6	-21	0	4.3	-3	-1	0	25
O=C(N/N=C/c1cccc(OCc2ccccc2)c1)c1cccs1	-0.1	-1	9	3	4.2	0	2	7	-33
C/C(N)=C(/C#N)C(=O)COC(=O)c1ccncc1	0.1	-1	0	-3	1.8	1	5	-19	7
COCCN1CN=C(Nc2nc3ccccc3s2)NC1	-0.1	7	13	0	1.6	0	1	6	-6
CC(=O)c1ccccn1	0.1	-3	10	-2	4.2	2	-4	-11	-4
CCN(c1ccccc1)S(=O)(=O)c1ccc(OC)c(NC(=O)Cc2ccccc2OC)c1	-0.1	2	13	x	2.6	x	x	x	-8
CCNc1nc(N)nc(Oc2ccc(OCc3ccccc3)nn2)n1	0.0	-3	-5	0	0.0	-5	-1	4	6
Cc1nnc(NC(=O)C(C)Sc2nnc(CCNC(=O)c3ccccc3F)n2C)s1 (centres undefined)	-0.1	-1	-4	-3	2.0	-4	0	-8	-7
Cn1cccc1C(=O)NC(=O)CSc1nc2ccccc2s1	0.5	6	-15	-6	2.2	5	9	-6	-3
N/C(=N\OC(=O)/C=C/c1ccccc1)c1ccc(Cl)cc1	-0.1	-3	11	-4	-2.0	-2	-2	10	2
O=C(CN1C(=O)c2ccccc2C1=O)Nc1ccc(S(=O)(=O)N2CCOCC2)cc1	0.1	-3	-5	-2	1.6	-5	-2	2	-10
COc1ccc(OCCNC(=O)CCCO)cc1	0.0	-3	-7	2	-1.4	1	-5	-3	7
CC(=O)Nc1ccc(NC(=O)C(C)OC(=O)CCN=C2NS(=O)(=O)c3ccccc32)cc1 (centres undefined)	0.2	-3	-1	-3	0.3	-1	4	6	4
O=C(Cc1ccc(S(=O)(=O)N2CCOCC2)s1)NCC1CCCCC1	0.2	1	12	1	3.2	2	23	0	0
Cc1c(/C=C(\C#N)C(=O)NCc2ccccc2)cc(C#N)n1C	-0.1	3	9	-1	2.8	0	1	-7	-3
CN(C(=O)c1ccc(-c2nn(C)c(=O)c3ccccc23)cc1)c1ccccc1	0.0	-1	-20	-1	3.5	0	5	-3	-4
COc1ccc(-n2c(-c3ccccc3)cc3c2CCCC3=O)cc1	0.4	-1	-1	3	3.9	-1	7	-11	49*

Next results follow:
Compound	Efflux pump mplx	PP1 inh	ZTA DNA inh	Fh CTSL1 inh	PP5 primary	TPT1 inhibitor	HCV core dimer	EBNA-1 inh	PREPL inhibitor
NS(=O)(=O)c1ccc(-n2nncc2-c2ccco2)cc1	-0.1	0	6	1	-0.1	2	3	16	4
Cc1cccc(N(Cc2ccccc2)C(=O)c2cc(S(=O)(=O)N3CCOCC3)ccc2Cl)c1	-0.1	6	-10	3	3.5	0	-4	-16	6
C#CCNC(=O)C1=C[C@H](C(C)(C)C)C[C@H](OCCCCO)O1	-0.1	3	-14	-1	0.4	-4	1	14	-1
CCOc1ccccc1N(CC(=O)Nc1cccnc1)S(=O)(=O)c1ccc(C)cc1	-0.1	0	-6	-3	-1.3	1	-2	1	8
CC1CN(C(=O)c2ccc(S(=O)(=O)Nc3ccccc3Cl)cc2)CC(C)O1 (centres undefined)	0.2	-2	-2	-1	0.7	-1	0	-4	3
CCOCCCNC(=S)N1CCN(Cc2ccco2)CC1	0.0	0	15	2	0.1	-1	-4	9	-3
CCCCOC(=O)C1CN(c2ccccc2)N=C1C(=O)OCC (centres undefined)	-0.1	0	-1	4	-0.8	3	-1	1	7
CN1/C(=C/C(=O)C2CCC2)Sc2ccccc21	0.1	7	-9	-5	-1.2	1	1	-14	13
CCOC(=O)c1nnn(-c2nc(OC)nc(N(C)C)n2)c1-c1ccccc1	-0.1	-2	0	4	-0.8	-7	3	16	9
NC(=O)c1ccc(-c2ccccc2F)cc1	0.3	-1	-14	-7	2.0	0	-1	-11	-6
COc1ccc(NC(=O)N2CCCc3cc(C)ccc32)c(OC)c1	-0.1	-2	3	1	0.6	-4	17	8	3
COc1ccccc1N1CCN(C(=O)CCCn2c(=O)[nH]c3ccsc3c2=O)CC1	0.1	-3	3	-2	0.1	-4	-10	5	9
Cc1[nH]c2ccccc2c1/C=N/Nc1ccc([N+](=O)[O-])cc1S(=O)(=O)Nc1ccc(Cl)cc1	0.1	-5	6	-5	1.1	2	-2	-8	-16
CCCC1=Nc2cc(C(=O)NCCN3CCOCC3)ccc2Sc2ccccc21	-0.1	1	-20	0	-1.1	-6	-6	-16	14
Cc1cc(C)c(S(=O)(=O)Nc2cccc(-n3cnnn3)c2)c(C)c1	0.3	9	5	-1	3.8	2	-2	0	-11
CC(C)(C)C1CC=C2C(C#N)=C(N)C(C#N)(C#N)C(c3cccs3)C2C1 (centres undefined)	0.8	0	-8	0	6.1	-27	22	-7	9
O=C(/C=C/c1ccccc1)NCC(=O)N/N=C/c1cccs1	-0.4	-1	1	5	0.3	2	-1	8	-4
CC(=O)Nc1cccc(NC(=O)C(=O)NCC(c2ccco2)N2CCc3ccccc3C2)c1 (centres undefined)	0.0	-1	11	4	0.1	0	3	3	-83

Only part of the results is shown, so the mix of outcomes need not match the whole.
